Menin MLL FP TR: inhibitors of human menin-MLL interaction, mutant MLL peptide; 0.23% of 270,000 active; O00255; Menin + Texas Red MLL mutant peptide, fluorescence polarization; Potency, µM (titrated, usually from 61.6 µM), inactives show at the top dose FP activity change, negative = inhibition, most hits filed as inhibitors; active = well fitted inhibition curve with a large enough effect in the polarisation, with a control signal flat, not every such curve was filed as active; inconclusive = small, poorly fitted or top-dose-only effect, or effect the other way, or a change in a side signal; inactive = no such curve, though single readings can be large or run the other way; the % refers to the polarisation; note: % of control where 0% means no effect; many of its hits are not listed in these tables
An asterisk follows results filed as active; ? = inconclusive; & = joins results of further samples; [ ] = dose if it differs, or a comment. Potency is the fitted concentration of half-maximal effect. The list is partial, so the mix of outcomes need not match the whole.

canonical_smiles | Menin MLL FP TR
O=C(CC[N+](=O)[O-])OCC1OC(O)C(OC(=O)CC[N+](=O)[O-])[C@@H](OC(=O)CC[N+](=O)[O-])C1OC(=O)CC[N+](=O)[O-] (stereo partly specified) | -11%
O=C(NC(=O)c1c(F)cccc1F)Nc1cc(Cl)c(OC(F)(F)C(F)C(F)(F)F)cc1Cl (stereo unspecified) | 35%&6%[activator]
CCc1cccc(C)c1N(C(=O)CCl)C(C)COC (stereo unspecified) | -1%
CCC1OC2(C)C(O)C(/C=C/C=C/C=C/c3oc(=O)cc(OC)c3C)OC1(C)C2OC(C)=O (stereo unspecified) | 7%
O=S1OCC2C(CO1)C1(Cl)C(Cl)=C(Cl)C2(Cl)C1(Cl)Cl (stereo unspecified) | -12%
CCN1C[C@]2(C)CC[C@H](O)[C@@]34C5C[C@@H]6[C@@H](OC)C[C@@](O)(C5[C@H]6O)[C@@H](CC23)[C@@H]14 (stereo partly specified) | 19%[24.8 µM]
C/C=C(/C)C(=O)OC1CC[C@]2(C)C3CCC4[C@]5(O)CC(O)[C@]6(O)C(CN7CC(C)CCC7[C@]6(C)O)[C@]5(O)C[C@@]42O[C@]13O (stereo partly specified) | 1%
CCOP(=S)(OCC)OCCSCC | ?
CCCC(=O)O[C@@H]1[C@@H](C)[C@@]2(O)[C@@H](C=C(CO)C[C@@]3(O)C(=O)C(C)=C[C@@H]23)[C@@H]2C(C)(C)[C@]12OC(=O)CCC | -13%
COCCN(C(=O)CCl)c1c(C)cccc1C | -6%
O=C1C=C2C=CC3C[C@@]2(O1)C1CCCCN31 (stereo partly specified) | 9%
Cc1ccc2c(c1)C1(CCN(CCc3nc(-c4ccccc4)oc3C)CC1)OC(=O)N2 | -4%
Clc1ccc(C2=CCC[C@H]3CC[C@@H]2N3)cn1 | -7%[24.8 µM]
c1cncc([C@H]2CCCCN2)c1 | 0%[24.8 µM]
C[C@@]12CCC(OS(=O)(=O)O)C[C@@H]1CCC1C2CC[C@]2(C)C(=O)CCC12 (stereo partly specified) | -11%

Exported field by field: two of the compounds above
CCc1cccc(C)c1N(C(=O)CCl)C(C)COC (stereo unspecified)
  Menin MLL FP TR: -1%

CCC1OC2(C)C(O)C(/C=C/C=C/C=C/c3oc(=O)cc(OC)c3C)OC1(C)C2OC(C)=O (stereo unspecified)
  Menin MLL FP TR: 7%

(further entries)
canonical_smiles | Menin MLL FP TR
C=CCN1CCC2(C)c3cc(O)ccc3C[C@H]1[C@H]2C | 2%[24.8 µM]
C[N+]1(CCC(C(N)=O)(c2ccccc2)c2ccccc2)CCCCC1 | 3%
C[N+]1([O-])[C@@H]2CC[C@H]1CC(OC(=O)[C@@H](CO)c1ccccc1)C2 (stereo partly specified) | 11%[24.8 µM]
CCCCCCC(C)OC(=O)COc1ccc(Cl)cc1Cl (stereo unspecified) | 0%
C[N+]1(C)CCCCC1COC(=O)C(O)(c1ccccc1)c1ccccc1 (stereo unspecified) | 1%
CC(=O)[C@H]1CC[C@H]2C3CC[C@H]4C[C@H](O)CC[C@]4(C)C3CC[C@]12C (stereo partly specified) | -5%
O=C1CC(O)(CF)CCO1 (stereo unspecified) | 3%
CC(N)Cc1ccc(O)cc1 (stereo unspecified) | 0%
C[C@]12Cc3nonc3C[C@@H]1CC[C@@H]1[C@@H]2CC[C@@]2(C)[C@H]1CC[C@]2(C)O | 4%
ClC(Cl)(Cl)Cl | -3%
CCOP(=S)(OCC)Oc1ncn(-c2ccccc2)n1 | -1%
CN1CC[C@@]23CCCCC2C1Cc1ccc(O)cc13 (stereo partly specified) | 18%
CCCC[C@@H](C)[C@@H](OC(=O)C[C@@H](CC(=O)O)C(=O)O)[C@H](C[C@@H](C)CCCCCC[C@@H](O)C[C@H](O)[C@H](C)N)OC(=O)C[C@@H](CC(=O)O)C(=O)O | -8%
NC(N)=NCCCCCCCCCCN=C(N)N | 2%[24.8 µM]
CC1=C(O)C(=O)C=C2C1=CC=C1[C@]2(C)CC[C@@]2(C)C3C[C@](C)(C(=O)O)CC[C@@]3(C)CC[C@@]12C (stereo partly specified) | 35%[activator]
CCN1C[C@]2(C)CC[C@H](OC)[C@]34C5C[C@@H]6CC[C@@](O)(C5C(=O)O6)C(C13)[C@@H](OC(=O)c1ccccc1)C24 | -2%
CCCC[C@H]1C(=O)O[C@H](C)[C@H](NC(=O)c2cccc(NC=O)c2OC)C(=O)O[C@@H](C)[C@@H]1OC(=O)CC(C)C | -1%&2%
Cc1ccc2c(c1)Cc1c(C(=O)NC3CCCCC3)nn(-c3ccc(Cl)cc3Cl)c1-2 | 0%
C/C=C1/CN2CC[C@]34C(=C(C=O)[C@H]1C[C@@H]23)Nc1ccccc14 | 0%
CCN(CC)c1nc(C)cc(OP(=S)(OC)OC)n1 | -17%
COc1ccc2c(c1)[C@@]13CCCCC1[C@@H](C2)N(C)CC3 (stereo partly specified) | 0%
O=C1CCO1 | 0%&-3%
C#CC(C)(O)CC (stereo unspecified) | 0%
CC(C)C[C@H](NC(=O)CNC(=O)[C@H](CCC(N)=O)NC(=O)[C@H](Cc1ccc(O)cc1)NC(=O)[C@@H](NC(=O)[C@H](Cc1ccc(O)cc1)NC(=O)CNC(=O)[C@@H](N)CCCN=C(N)N)C(C)C)C(=O)O | -14%
C[C@]12CC[C@H](O)C[C@H]1CCC1C2CC[C@]2(C)[C@@H](c3ccc(=O)oc3)C[C@H]3O[C@]132 (stereo partly specified) | 12%
CN1C(=O)CCS(=O)(=O)[C@H]1c1ccc(Cl)cc1 | 14%[24.8 µM]
CN(C)C1C(=O)C(C(N)=O)=C(O)[C@@]2(O)C(=O)C3=C(O)c4c(O)cccc4[C@](C)(O)C3C(O)C12 (stereo partly specified) | -3%
CN1[C@@H](C[C@@H](O)c2ccccc2)CCC[C@@H]1C[C@H](O)c1ccccc1 | -20%[24.8 µM]
NP(N)(=O)NC(=O)c1ccc(F)cc1 | -1%[24.8 µM]
CC[N+](CC)(CCCNC1=CC(=O)C(NCCC[N+](CC)(CC)Cc2ccccc2)=CC1=O)Cc1ccccc1 | 7%[24.8 µM]
CC[N+]1(CCOC(=O)C(O)(c2ccccc2)c2ccccc2)CCCCC1 | 4%
CN1C2CC(OC(=O)C(CO)c3ccccc3)CC1C(O)C2 (stereo unspecified) | -13%
Cc1nn(C)c(C)c1-c1cccc2c1CCC(N(C)C)C2 (stereo unspecified) | -13%
CC(=O)N1CC[N+](C)(C)CC1 | 11%[24.8 µM]
O=C1C=C2C(=CCOC2O)O1 (stereo unspecified) | 28%
C[C@H]1O[C@@H](O[C@H]2[C@@H](O)C[C@H](O[C@H]3[C@@H](O)C[C@H](O[C@H]4CC[C@]5(C)C6CC[C@]7(C)[C@@H](C8=CC(=O)OC8)CC[C@]7(O)C6CC[C@@H]5C4)O[C@@H]3C)O[C@@H]2C)C[C@H](O)[C@@H]1O (stereo partly specified) | -8%[24.8 µM]
CCCCCCCCCCCCCCCC(=O)OC[C@H](COP(=O)([O-])OCC[N+](C)(C)C)OC(C)=O | -8%
Clc1ccc(C2CC3CCC2N3)cn1 (stereo unspecified) | 27%
CN1C(=O)CC(=O)N(c2ccccc2)c2cc(Cl)ccc21 | 0%
CC1C(=O)OC2C(O)C34C5OC(=O)[C@@]3(OC3OC(=O)[C@H](O)[C@]34C(C(C)(C)C)C5O)[C@]12O (stereo partly specified) | 10%
CC1O[C@@H](OC2CC[C@@]3(C=O)C4CC[C@]5(C)C(C6=CC(=O)OC6)CC[C@@]5(O)C4CC[C@]3(O)C2)C(O)C(O)C1O (stereo partly specified) | -1%
Clc1ccc(C(c2ccc(Cl)cc2)C(Cl)(Cl)Cl)cc1 | 5%&7%
C=C(C)C1Cc2c(ccc3c2OC2COc4cc(OC)c(OC)cc4C2C3=O)O1 (stereo unspecified) | 1%
C[C@@H](CO)NC(=O)[C@@H]1C=C2c3cccc4[nH]cc(c34)C[C@H]2N(C)C1 | -14%[24.8 µM]
CC(C)=CCCC1(C)C=Cc2c(O)c3c(c(CC=C(C)C)c2O1)OC12C(CC4CC1C(C)(C)OC2(C/C=C(/C)C(=O)O)C4O)C3=O (stereo unspecified) | -12%
O=C(Nc1ccccc1)N1CCCC2(CCN(C(=O)Oc3ccccc3)CC2)C1 | 6%
CCN(CC)C(=O)/C(Cl)=C(\C)OP(=O)(OC)OC | 7%
CC(C)NC(=O)N1CCC2(CCNCC2)CC1 | 0%
CCCCCCCCCC(CC)c1ccc(S(=O)(=O)O)cc1 (stereo unspecified) | -9%
COC(=O)[C@@]1(O)C[C@@H]2O[C@@]1(C)n1c3ccccc3c3c4c(c5c6ccccc6n2c5c31)C(=O)NC4 | 27%
C/C(O)=C(/C#N)C(=O)Nc1cc(Br)ccc1Br | 22%[24.8 µM]
Cc1cc(C)cc(C(=O)OC2C[C@H]3CC[C@@H](C2)N3C)c1 (stereo partly specified) | -1%[24.8 µM]
CCCCC/C=C\C/C=C\C/C=C\C=C\[C@H](CCCC(=O)O)OO | 6%
COc1ccc(C2Oc3c(I)c(OC)cc(OC)c3CC2O)cc1OC (stereo unspecified) | 13%
CC1(C)S[C@@H]2[C@H](N)C(=O)N2C1C(=O)O (stereo partly specified) | 10%
C=C[C@]12CN(C)[C@H]3C1[C@@]1(C(=O)Nc4ccccc41)[C@H]1C[C@H]2[C@H]3CO1 | -4%[24.8 µM]
CCC1(CC)C(=O)NC(=O)N(C)C1=O | 12%
O[C@@H](Cc1ccncc1)C(Cl)(Cl)Cl | 1%[24.8 µM]
CC[C@]12CCCN3CCC4(c5ccccc5NC4C(C(=O)O)C1)C32 (stereo partly specified) | -25%
O=C(Nc1ccc(Br)cc1)c1cc(Br)cc(Br)c1O | ?

Continued:
canonical_smiles | Menin MLL FP TR
CC1(C)C(=O)C=C[C@@]2(C)C1=C(O)C(=O)[C@@]1(C)C2CC[C@@]2(C)C(c3ccoc3)C[C@H]3O[C@@]321 (stereo partly specified) | 27%
COC(=O)[C@@H]1C[C@H](OC(C)=O)C(=O)[C@H]2[C@@]1(C)CC[C@H]1C(=O)O[C@H](c3ccoc3)C[C@]21C | 15%&-8%
CCOC(OCC)P(=O)(O)CCCN | ?
CC(C)CCCC(C)C1CCC2C3=CC[C@@H]4CC(O)CC[C@@]4(C)C3CC[C@]21C (stereo partly specified) | ?
ClCC1CO1 (stereo unspecified) | -3%
CCCCCCCCCC(=O)O[C@H]1CC[C@H]2[C@@H]3CCC4=CC(=O)CC[C@]4(C)[C@H]3CC[C@]12C | -15%
c1cc(CN2CC3(CCNCC3)C2)ccn1 | 7%
C[C@H](N)Cc1c[nH]c2ccc(O)cc12 | 3%[24.8 µM]
CC(C)CN1CCC2(CC1)CCN(S(C)(=O)=O)CC2 | -9%
CC(C)(C)C(O)C(Oc1ccc(-c2ccccc2)cc1)n1cncn1 (stereo unspecified) | 3%
C=C[C@H]1CN2CC[C@H]1C[C@H]2c1[nH]c2ccccc2c1CCO | -14%[24.8 µM]
CCCCCCCCCCCCCCCCOC[C@@H](O)COP(=O)([O-])OCC[N+](C)(C)C | 13%
O=c1n(Cl)c(=O)n(Cl)c(=O)n1Cl | -4%
C[C@@]12CC(=O)[C@H]3[C@@H](CCC4=CC(=O)CC[C@]43C)[C@H]1CCC2=O | -4%[24.8 µM]
COC1=C[C@H]2[C@H]3Cc4ccc(OC)c(O)c4[C@@]2(CCN3C)CC1=O | -5%[24.8 µM]

An excerpt taken from the entries so far, as a working copy:
canonical_smiles | Menin MLL FP TR
C=C[C@H]1CN2CC[C@H]1C[C@H]2c1[nH]c2ccccc2c1CCO | -14%[24.8 µM]
CCCCCCCCCCCCCCCCOC[C@@H](O)COP(=O)([O-])OCC[N+](C)(C)C | 13%
O=c1n(Cl)c(=O)n(Cl)c(=O)n1Cl | -4%
C[C@@]12CC(=O)[C@H]3[C@@H](CCC4=CC(=O)CC[C@]43C)[C@H]1CCC2=O | -4%[24.8 µM]
COC1=C[C@H]2[C@H]3Cc4ccc(OC)c(O)c4[C@@]2(CCN3C)CC1=O | -5%[24.8 µM]

The listing continues.
canonical_smiles | Menin MLL FP TR
OC(O)C(Cl)(Cl)Cl | -8%
O=C(Nc1cccc(F)c1)N1CCC2(CC1)CCN(C(=O)Oc1ccccc1)CC2 | 8%
OCC1CCCN2CCCCC12 (stereo unspecified) | 5%&4%
CCNC(=O)[C@@H]1O[C@@H](n2cnc3c(N)ncnc32)[C@H](O)[C@H]1O | -8%[24.8 µM]
C[C@]12CC[C@H]3[C@@H](CCC4C[C@H](O)CC[C@@]43C)[C@@H]1CC[C@@H]2O (stereo partly specified) | -25%
CN1CCc2cc3c(cc2[C@@H]1O)OCO3 | -17%[24.8 µM]
C[C@H](N)Cc1c[nH]c2ccc(OCc3cccs3)cc12 | -19%[24.8 µM]
C=CCN1CC[C@@]23c4c5ccc(O)c4O[C@H]2/C(=N\N=C2/CC[C@@]4(O)[C@H]6Cc7ccc(O)c8c7[C@@]4(CCN6CC=C)[C@@H]2O8)CC[C@]3(O)[C@@H]1C5 | 3%[24.8 µM]
COc1cc2c(cc1OC)[C@@H]1C(=O)c3ccc(OC)c(CC=C(C)C)c3OC1CO2 (stereo partly specified) | 8%
CCC(C)C(=O)c1c(O)c(C)c2oc3c(C)c(O)c(C(=O)C(C)CC)c(O)c3c2c1O (stereo unspecified) | ?
CC(=O)OCC(N)C(=O)c1ccccc1 (stereo unspecified) | 2%
CN(C)C1C(=O)C(C(N)=O)C(=O)C2(O)C(=O)C3C(=O)c4c(O)cccc4C(C)(O)C3C(O)C12 (stereo unspecified) | ?
COc1cc2c(cc1OC)[C@@H]1C(=O)c3ccc4oc(C(C)C)cc4c3OC1CO2 (stereo partly specified) | 1%
NC[C@H](CS(=O)(=O)O)c1ccc(Cl)cc1 | -9%[24.8 µM]
[Hg+][c]1ccccc1 | -8%

Screening results deposited in PubChem BioAssay by National Center for Advancing Translational Sciences (NCATS).
